# Screening results: PubChem BioAssay, Broad Institute
# MEX-5 binding: MEX-5 zinc finger RNA-binding disruptors – biochemical, C. elegans, fluorescence polarization, MLPCN library, primary screen. AID 1832, 2009. 300,000 compounds, 0.38% hits. Zinc finger protein mex-5 (Caenorhabditis elegans), Q9XUB2. activity score (negative = inhibition of binding), % at 10 µM. MEX-5/FITC-TCR2 RNA binding; active compounds read low;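 active means inhibition past about -25% in most replicates, and total fluorescence under double the plate's negative control median, limit read from the data; inconclusive means replicates evenly split on the limit, or fluorescence at least double controls; inactive means too little inhibition in most replicates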;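 further: 0% = DMSO and -100% = 5 µM competing unlabeled TCR2 RNA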
# Target sequence (Q9XUB2 whole entry, looked up): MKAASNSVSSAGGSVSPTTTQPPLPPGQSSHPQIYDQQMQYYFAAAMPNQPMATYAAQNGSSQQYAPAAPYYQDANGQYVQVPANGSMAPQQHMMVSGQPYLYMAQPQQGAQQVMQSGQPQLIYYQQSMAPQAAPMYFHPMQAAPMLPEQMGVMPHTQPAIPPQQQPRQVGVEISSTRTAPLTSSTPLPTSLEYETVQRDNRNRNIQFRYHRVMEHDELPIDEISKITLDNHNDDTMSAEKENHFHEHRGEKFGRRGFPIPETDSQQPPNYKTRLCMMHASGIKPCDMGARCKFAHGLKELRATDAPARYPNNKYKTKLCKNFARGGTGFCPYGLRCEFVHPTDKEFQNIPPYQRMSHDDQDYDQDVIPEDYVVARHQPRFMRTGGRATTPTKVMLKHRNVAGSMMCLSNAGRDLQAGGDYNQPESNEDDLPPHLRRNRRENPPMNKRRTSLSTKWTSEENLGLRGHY
# Numbers without * were called inactive; ? = inconclusive. The list is partial (hit frequency here may not be typical).
SMILES	MEX-5 binding
O=C(Nc1ccccc1-c1nc2ccccc2[nH]1)c1ccc(S(=O)(=O)N2CCCCC2)cc1	0.3
O=C(O)Cc1ccc(NC(=O)CCN2C(=O)c3ccc([N+](=O)[O-])cc3C2=O)cc1	-1.3
Cc1nnc(Sc2cc(NCCCO)c([N+](=O)[O-])c3nonc23)s1	0.3
COC(C[C@H]1O[C@H]1[C@@H](O)[C@@H](C)OCc1ccccc1)OC	0.2
CC1=C(C(=O)Nc2cccnc2)C(c2ccc(C(C)C)cc2)n2ncnc2N1 (stereo not given)	-2.1
CCOC(=O)Cc1csc(NC(=O)CSc2ncnc3c2cnn3-c2ccccc2Cl)n1	2.9
C=C(C)CSc1nc2sc3c(c2c(=O)n1-c1ccc(C)cc1)CCN(C)C3	-0.7
Cc1ccc(C(=O)C2=C(O)C(=O)N(CCN3CCOCC3)C2c2ccccn2)o1 (stereo not given)	-4.1
COc1cccc(OC)c1NC(=O)C1CCCN1C(=O)Nc1ccccc1Cl (stereo not given)	0.8
NN=C1c2cc([N+](=O)[O-])ccc2-c2ccc([N+](=O)[O-])cc21	-1.2
O=C(NC1CCCCCCC1)c1cc(COc2ccc3ncccc3c2)on1	3.1
O=C1C(C=NCc2cccnc2)=C(O)c2ccccc21	-3.4
COc1ccc([C@@H]2C[C@@H](c3ccccc3)Oc3cc(C)cc(C)c32)cc1	-0.5
Cc1cc(Cl)n2c(nc3cc(F)c(F)cc32)c1C#N	0.2
CN(C)S(=O)(=O)c1cccc(NC(=S)N/N=C/c2ccc(O)c(O)c2O)c1	-48*
O=C(O)C(Cc1ccccc1)N1C(=O)/C(=C/C=C/c2ccco2)SC1=S (stereo not given)	0.1
O=C(CCl)Nc1ccc(Sc2ccc(NC(=O)CCl)cc2)cc1	1.3
Cc1nc2ccccc2nc(=O)c1NNc1ccccc1	0.4
COCCOC(=O)c1[nH]c2c(c1C)C(=O)CC(c1cccs1)C2 (stereo not given)	-2.4
CSc1nc(-c2ccco2)nn1C(=O)c1ccccc1Cl	-0.3
CC(=O)c1cccc(NC(=O)/C=C/c2ccc([N+](=O)[O-])s2)c1	-1.9
Nc1ncnc(Sc2ncccn2)c1[N+](=O)[O-]	-2.0
Cc1ccc(NC(=O)CN2CCCCCC2)c(Br)c1	1.1
O=S(=O)(c1ccc(F)cc1)c1nc(-c2ccc(F)cc2)oc1NCCN1CCOCC1	1.8
CC1CCCC(C)N1C(=O)CSc1nnnn1C1CCCC1 (stereo not given)	-1.8
C=CCn1c(=O)c(C(=O)Nc2ccccc2C)c(O)c2ccccc21	0.8
COc1ccc(OC)c(C(=O)CSc2nc3c(c(=O)n(C)c(=O)n3C)n2C(C)C)c1	1.4
O=c1cc(CSc2nc3ccccc3c(=O)[nH]2)c2ccc(O)cc2o1	-3.8
O=c1c2cn(Cc3ccc(F)cc3)c3ccc(F)cc3c-2nn1Cc1ccc(F)cc1	1.3
COc1ccc(C(=O)c2sc3nc(C)cc(-c4cccs4)c3c2N)cc1	-44*
COc1ccc(NC(=O)COc2cccc3c2CCNC3=O)cc1	0.6
Cc1nn(Cc2ccccc2)c(C)c1NC(=O)CSc1nc(-c2ccccc2)nc2c1cnn2-c1ccccc1	-1.4
O=C(COC(=O)c1c2c(nc3ccccc13)/C(=C/c1ccco1)CC2)NC1CCCC1	0.4
CC[n+]1c(C=C2C=C(C)OC(C)=C2)sc2ccccc21	18
COc1cc(-n2nnnc2SCC(=O)N2CCN(c3ccc(F)cc3)CC2)c(OC)cc1Cl	1.8
COc1cccc2c(SCC(=O)N/N=C/c3ccc(O)cc3O)cc(C)nc12	1.9
CC(=O)C1=C(O)C(=O)N(Cc2cccnc2)C1c1ccc(C)cc1 (stereo not given)	3.3
CN1CCN(C(=S)NC(=O)c2ccc(Cl)cc2)CC1	1.6
Cc1cn2c(N)c(C=C3C=C(Cl)C(=O)C(Cl)=C3)c(=O)nc2s1	11
Cc1ccc(-c2nc3cccnc3s2)cc1NC(=O)C1c2ccccc2Oc2ccccc21	2.4
Cc1cc(C(=O)N/N=C/c2ccc(O)c(O)c2O)c(C)n1-c1ccccc1	-4.6
CCC(NC(=O)c1cc(COc2ccc(F)c(F)c2)on1)c1ccncc1 (stereo not given)	0.0
CCCCC(c1nnnn1CC1CCCO1)N1CCN(c2cc(Cl)ccc2C)CC1 (stereo not given)	-1.4
COc1ccc(N(C)S(=O)(=O)c2cccc(C(=O)NCC3CCCCC3)c2)cc1	1.0
Cc1ccc(SCCN2CCN(CC(C)C)CCC2=O)cc1	-1.5
O=C1c2ccccc2C(=O)N1Cc1nc2ccccc2c(=O)n1CCCn1ccnc1	1.6
N#Cc1cc2sc3nc4ccccc4n3c2cc1C#N	1.5
Cc1ccc2nc(NCCCN3CCOCC3)c(C=NCCCN3CCOCC3)c(=O)n2c1	-3.2
COc1ccc(OC)c(-n2c(N)c(C(=O)NCC3CCCO3)c3nc4ccccc4nc32)c1 (stereo not given)	0.1
CCOc1ccc(CC(=O)Nc2ccc(NC(=O)c3ccco3)cc2)cc1OCC	-1.0
Cc1oc(/N=C/c2ccc(Cl)cc2Cl)c(C#N)c1C	-0.9
CCCCCCN(C(=O)CCCCCN1C(=O)NC(c2ccc(-c3ccccc3)cc2)C(C(=O)OCc2ccccc2)=C1C)C(C(=O)NCCCC)c1ccc(-c2ccccc2)cc1 (stereo not given)	2.2
COc1ccc2[nH]c(=O)c(CN(CC3CCCO3)C(=O)Nc3ccccc3OC)cc2c1 (stereo not given)	1.2
Cc1ccc(/C=N/NC(=O)c2cc(-c3ccncc3)nc3ccccc23)o1	-0.3
COc1ccccc1C(=O)NNC(=S)Nc1ccccc1	3.1
CCCC(c1nnnn1CCOC)N1CCN(c2cccc(OC)c2)CC1 (stereo not given)	-2.8
C=C1[C@@H](C)C2[C@H](Cc3ccccc3)NC(=O)[C@]23OC(=O)CC[C@H](O)CCC[C@H](C)C/C=C/[C@H]3[C@@H]1O (stereo not given in full)	-0.7
NC(=O)c1ccc(NC(=O)COC(=O)c2c3c(nc4ccccc24)/C(=C\c2ccc4c(c2)OCO4)CCC3)cc1	-5.0
O=C(Nc1ccc(O)cc1)c1c(O)c2c([nH]c1=O)CCCC2	-5.6
COc1ccc(N(CC(=O)NC2CCCC2)C(=O)Cn2nnc(-c3ccc(C)o3)n2)c(OC)c1	0.5

# Random excerpt: five records from the list.
SMILES	MEX-5 binding
CCOc1ccc(CC(=O)Nc2ccc(NC(=O)c3ccco3)cc2)cc1OCC	-1.0
O=C1c2ccccc2C(=O)N1Cc1nc2ccccc2c(=O)n1CCCn1ccnc1	1.6
Cc1ccc2nc(NCCCN3CCOCC3)c(C=NCCCN3CCOCC3)c(=O)n2c1	-3.2
O=C(Nc1ccc(O)cc1)c1c(O)c2c([nH]c1=O)CCCC2	-5.6
COc1ccc(OC)c(-n2c(N)c(C(=O)NCC3CCCO3)c3nc4ccccc4nc32)c1 (stereo not given)	0.1

# (continued)
SMILES	MEX-5 binding
O=C(c1cccs1)n1nc(-c2cccnc2)nc1NCc1ccco1	1.1
CCOC(=O)C1CCN(CC(=O)Nc2c(C(=O)OC)[nH]c3ccccc23)CC1	-0.1
CNC(=O)c1nnsc1S(=O)(=O)c1ccc(Cl)cc1	2.5
O=c1c2ccccc2sc2nc(C3CCCCC3)n(Cc3ccco3)c(=O)c12	-0.7
O=c1[nH]c(-c2ccccc2Cl)nc2c1sc(=S)n2-c1ccccc1	1.9
Cc1cc(NC(=O)c2c(Br)cnn2C)no1	1.0
CCS(=O)(=O)N1CCC(NC(=O)C(Cc2cccc(OC)c2OC)NC(C)=O)CC1 (stereo not given)	2.2
Cc1ccc(-c2nnn(CC(=O)N(CC(=O)NC3CCCC3)c3ccccc3F)n2)o1	-0.4
Cn1c(CCNC(=O)C2CCCCC2)nc2cc(NC(=O)c3cccs3)ccc21	1.9
CCn1c2ccccc2c2nc3cc(S(=O)(=O)N4CCOCC4)ccc3nc21	-11
CC(=O)Oc1c(/C=C(\C#N)C(N)=O)[nH]c2ccccc12	-1.2
CCCCn1c2ccc(F)cc2c2nnc(SCCN3CCCCC3)nc21	-0.4
CCCN1CCc2c(sc3nc(SCC)n(-c4ccccc4)c(=O)c23)C1	-0.3
Cc1c(Br)cccc1NC(=O)c1sccc1-n1cccc1	-0.2
Cc1cc(C(=O)CSc2nnc(-c3ccco3)o2)c(C)n1CC1COc2ccccc2O1 (stereo not given)	3.4

# The list continues:
SMILES | MEX-5 binding
Cc1nn(C(C)(C)C)c(OC(=O)C2CCCC2)c1S(=O)(=O)c1ccccc1 | 1.9
CCC(C)c1ccc(NC(=S)NCc2ccccc2OC)cc1 (stereo not given) | 1.0
COc1cccc(NC(=S)NCc2ccc3c(c2)cc(C)n3C)c1 | -3.8
COC(=O)c1cc(CNC(=O)CCCSc2ccccc2)ccc1OC | -1.4
Cc1cccc(NC(=O)c2ccc3c(c2)OCCO3)c1 | 0.8
CC(C)(C)c1c(Cl)c(O)c(-c2ccccc2)c(=O)n1-c1ccccc1 | 3.6
Fc1ccc(CNCC2CCCO2)cc1 (stereo not given) | 2.7
CCCN(Cc1ccccc1)C(=S)Nc1ccc(SC(F)F)cc1 | -1.7
CC1=NN(c2ccc(Cl)c(C(=O)O)c2)C(=O)/C1=C\c1ccc(-c2ccc(C(=O)O)cc2)o1 | -4.6
COc1cc2ccccc2cc1C(=O)NC(=S)Nc1cc(C(=O)O)ccc1C | ?
COc1cccc(CC(NC(C)=O)C(=O)NC2CCN(C(=O)Nc3ccc(C)cc3)CC2)c1 (stereo not given) | -3.4
COc1cccc(-c2cc(C(=O)Nc3ccc4c(c3)OCCO4)c3ccccc3n2)c1 | 2.4
CC(C)CC(=O)/C(=C\c1ccc(Cl)cc1Cl)n1cncn1 | 1.2
C/C(=N/Nc1ccccc1[N+](=O)[O-])c1ccc(C)c([N+](=O)[O-])c1 | -2.9
CCOC(=O)c1c(N)c(C#N)nn1-c1ccccc1C(=O)OC | -1.1
COc1cccc(-c2nnc(N(C)C(=O)c3ccno3)s2)c1 | -2.5
CC1(C)CN=C(N2CCN(c3ncnc4sc5c(c34)CCCC5)CC2)S1 | 0.6
COc1ccc(C(=O)c2ccc(-c3ccc(OC)cc3)nc2)cc1 | 1.2
COc1cccc(NC(=O)c2ccc3c(c2)OCCO3)c1 | -2.3
CCOc1ccc(N(CC(=O)NCc2ccco2)C(=O)CCC(=O)Nc2ccccn2)cc1 | -4.5
COc1ccc(OC)c(NC(=O)CS(=O)(=O)Cc2ccccc2)c1 | 2.4
CC1(C)CCSC(/C=C/c2ccccc2)=N1 | 3.0
CC1CN(Cc2nc3c(c(=O)n(C)c(=O)n3C)n2CCN2CCOCC2)CC(C)O1 (stereo not given) | -2.4
O=C(O)c1cccc(C(=O)O)n1 | -4.9
COc1ccc(-c2ccc(-c3noc(-c4ccccc4F)n3)c(OC)n2)cc1 | 1.1
O=[N+]([O-])c1ccccc1N/N=C/c1ccc2c(c1)OCO2 | 1.6
COCCn1nnnc1C(c1ccccc1Cl)N1CCN(c2ccccc2OC)CC1 (stereo not given) | -3.5
CN1C=C/C(=C\c2cc[n+](C)c3ccccc23)c2ccccc21 | -67*
COC(=O)c1cc(NC(=O)CN(c2ccc(OC)cc2)S(=O)(=O)c2ccc(F)cc2)ccc1Cl | 1.7
Cc1ccc(S(=O)(=O)CC(CN2CCCCC2)N2CCCCC2)cc1 (stereo not given) | 2.8
CCc1ccc(S(=O)(=O)N/N=C\c2cn(CC(N)=O)c3ccccc23)cc1 | -1.5
Cc1ccc(CCNCc2c(C(=O)O)c(C)n(-c3ccccc3)c2C)cc1 | -0.1
O=C(Nc1ccc(O)c2c(=O)cc(-c3ccccc3Cl)oc12)c1ccc(F)cc1 | -0.1
COc1ccc(Cl)cc1NC(=O)CN1C(=O)CCS(=O)(=O)c2ccccc21 | -1.9
COc1ccccc1NC(=O)NC1(C)CCS(=O)(=O)C1 (stereo not given) | -1.8
COCCC(=O)N1CCC(Oc2ccc(C(=O)N3C[C@@H](C)O[C@@H](C)C3)cc2)CC1 | 1.9
CCN(CC)c1nc(C#N)nc(N(CC)CC)n1 | -3.1
O=C(O)c1ccccc1C(=O)N1CCN(Cc2ccc3c(c2)OCO3)CC1 | -1.5
Cc1cc2oc(=O)cc(CN3CCN(Cc4ccccc4)CC3)c2cc1C | -0.3
CCOC(=O)c1[nH]c(C)c(C(=O)NC)c1C | -2.2
O=c1[nH]c2cc3c(cc2cc1CN(CCc1ccccc1)Cc1nnnn1C1CCCC1)OCCO3 | -4.6
C#CCOCCOCCOCCNc1nc(N2CCN(C(=O)[C@H](CCC(=O)O)n3cc(C(N)Cc4ccc(O)cc4)nn3)CC2)nc(N2CCN(C(=O)[C@H](Cc3ccc(O)cc3)n3cc(C(N)[C@H](C)CC)nn3)CC2)n1 (stereo not given in full) | -9.9
CCn1cc(C(=O)OCC(=O)c2ccccc2)c(=O)c2ccc(C)nc21 | 2.7
O=C(Nc1ccc(Cl)cn1)c1ccc([N+](=O)[O-])o1 | 0.1
OCCNc1nc(SCc2ccccc2)nc2sc3c(c12)CCC3 | 1.7
Cc1ccc(-c2ccc(/C=C3/NC(=O)NC3=O)o2)cc1[N+](=O)[O-] | -2.4
CCOc1ccccc1NC(=S)NC(=O)c1ccco1 | 0.8
CN(C(=O)c1cccc(OC2CCN(S(=O)(=O)N(C)C)CC2)c1)C1CCOC1 (stereo not given) | -1.3
COc1cc(C2CC(=O)NC3=C2C(=O)CC(C)(C)C3)ccc1O (stereo not given) | 0.7

# Laid out differently: 6 of the compounds above.
MEX-5 binding,compound
0.1,O=C(Nc1ccc(Cl)cn1)c1ccc([N+](=O)[O-])o1
1.7,OCCNc1nc(SCc2ccccc2)nc2sc3c(c12)CCC3
-2.4,Cc1ccc(-c2ccc(/C=C3/NC(=O)NC3=O)o2)cc1[N+](=O)[O-]
0.8,CCOc1ccccc1NC(=S)NC(=O)c1ccco1
-1.3,CN(C(=O)c1cccc(OC2CCN(S(=O)(=O)N(C)C)CC2)c1)C1CCOC1 (stereo not given)
0.7,COc1cc(C2CC(=O)NC3=C2C(=O)CC(C)(C)C3)ccc1O (stereo not given)
